Source: PubChem
XiGFP reactiv – X-chromosome reactivation activator; XiGFP mouse fibroblasts, % GFP-positive cells imaging, 3 d; cells co-treated with 5-aza-dC sensitizer; scaled so ellipticine positive control = 100%; activation, % at 7.58 µM; 0.055% of 360,000 active; AID 743238;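 active = mean normalized replicate activation at least 10% and every replicate at or above 10%; inconclusive = only one of the two criteria met; inactive = mean below 10% and not all replicates reach 10%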;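 note: 0% = median of on-plate neutral control wells and 100% = ellipticine 6 µM median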
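System: SV40-immortalized XiGFP fibroblast cells, line 68-5-11 / Incubation: 3-day compound exposure, then 15 min fixation at room temperature / Compound: single concentration per compound, delivered by pin transfer / Buffer or medium: DMEM plus 5-aza-dC sensitizer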
ARNT TACC3 PPI – disrupts binding between human ARNT and TACC3; Q9Y6A5; AlphaScreen His-ARNT PAS-B/GST-TACC3 binding, luminescence; TACC3 fragment carries E629A point mutation; inhibition, % at 9.99 µM; 0.66% of 390,000 active; AID 623870;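 active = mean inhibition of replicates at least 50% and at least half of replicates each reaching 50%; inconclusive = half or more replicates reach 50% but mean below 50%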;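 note: 0% = complete ARNT plus TACC3 wells and 100% = ARNT alone without TACC3; many hits fall short of the cut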
PAX8 inh HTS – lowers PAX8-driven luciferase in RMG-I cells; RMG-I TPO-luciferase reporter, SteadyGlo, 24 h; inhibition, % at 12.6 µM; 1.2% of 360,000 active; AID 652154;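 active = mean replicate inhibition at least 60% with every replicate also reaching 60%; inconclusive = only one of the two criteria is met; inactive = mean below 60% and not all replicates reaching 60%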;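 note: luciferase light reporting Pax8 driven TPO promoter activity; plate controls were median of neutral control wells for no effect and mitoxantrone controls for full effect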
ERp5 block – inhibitors of human ERp5. ERp5 insulin aggregation, absorbance 650 nm, 90 min. inhibition, % at 9.99 µM. 0.05% of 350,000 active;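 active = mean replicate inhibition above about 25%, with every replicate also reaching it, limit read from the data, passing the limit was not always enough; inconclusive = only one of those two criteria met; inactive = neither criterion met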
Target sequence (Q15084 whole entry, looked up): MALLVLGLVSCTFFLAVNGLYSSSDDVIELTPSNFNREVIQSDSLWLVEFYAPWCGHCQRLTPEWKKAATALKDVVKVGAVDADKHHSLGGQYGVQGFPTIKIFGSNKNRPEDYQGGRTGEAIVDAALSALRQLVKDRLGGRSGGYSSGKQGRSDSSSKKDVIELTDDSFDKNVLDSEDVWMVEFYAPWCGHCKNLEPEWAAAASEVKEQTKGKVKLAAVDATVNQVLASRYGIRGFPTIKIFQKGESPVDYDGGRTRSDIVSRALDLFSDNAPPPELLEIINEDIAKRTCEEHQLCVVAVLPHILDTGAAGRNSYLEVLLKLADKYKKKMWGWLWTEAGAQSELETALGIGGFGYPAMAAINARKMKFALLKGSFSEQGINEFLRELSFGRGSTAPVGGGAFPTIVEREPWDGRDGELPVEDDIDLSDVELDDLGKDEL
INS-1E GSIS act – GLuc luminescence reporter in INS-1E cells, primary screen for activators of glucose-dependent secretion of insulin; activation, % at 16.6 µM; INS-1E GLuc reporter insulin secretion, 2-3 h; 0.61% of 370,000 active;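 active = lowest replicate activation of at least 40%, so every replicate reaches that level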;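 note: 0% = median of neutral control wells and 100% = median of IBMX positive control wells; some compounds called inactive have numbers as strong as hits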
F508del corr – CFTR F508del correction in bronchial cells. activity (quench increase), % at 7.58 µM. CFBE cells, YFP halide quenching; stimulated with forskolin plus potentiator P3; % fluorescence drop versus neutral controls. 0.36% of 350,000 active. AID 720511;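 active = mean added fluorescence quench of at least 8% versus neutral control, with both replicates also reaching 8%; inconclusive = only one of the mean or replicate conditions met; inactive = mean below 8% and not both replicates reaching 8%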;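 note: cells transiently co-express mutant CFTR-F508del with the halide-sensitive YFP; corrector assay measuring rescue of mutant channel to the surface after 24 h compound exposure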
DENV2 CPE – DENV2-induced cell death inhibition | DENV2-infected cells, cytopathic effect rescue, plate reader | CPE inhibition, % at 9.99 µM | 1.7% of 350,000 active; in the data active = CPE inhibition above about 20%, passing the limit was not always enough; inconclusive = no clear call, values can overlap the other calls; tested in BHK-21 cells;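 note: 0% = median of neutral control wells and 100% = median of positive control wells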
EWS-Fli block – EWS/Fli transcriptional activity inhibition. A673 NR0B1-luciferase reporter, viability-normalised. inhibition, % at 12.6 µM. 0.67% of 350,000 active. AID 651661;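 active = mean inhibition of at least 50% after viability correction, with every replicate also passing that limit; inconclusive = mean reaches 50% but only one of two replicates passes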;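 note: firefly luciferase signal divided by Alamar Blue viability fluorescence both relative to DMSO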
* marks the source's active call; other numbers are inactive results; ? = inconclusive; · = not tested or not shown; & = joins results of further samples. Rows were taken by chance. About 4.2% of those tested had a hit in this group.

SMILES	XiGFP reactiv	ARNT TACC3 PPI	PAX8 inh HTS	ERp5 block	INS-1E GSIS act	F508del corr	DENV2 CPE	EWS-Fli block
O=C(c1ccccn1)N1C[C@H]2[C@@H](c3ccccc31)[C@H](CO)N2C(=O)C1CC1	0.1	28	-36	-3	-6	-4.6	-11	-7
COc1cc([N+](=O)[O-])cc2sc(NC(=O)C3CC3)nc12	0.0	-2	-7	-2	-7	1.4	-4	0
FC(F)(F)c1ccc(-c2nnc(-c3ccccn3)c(-c3ccccn3)n2)nc1	0.1	12	0	3	2	·	?	-1
Cc1ccc(NC(=O)C2CCN(C(=O)c3cccs3)CC2)c(C)c1	·	0	12	-1	0	5.1	5	-1
C/C=C/c1cnc2c(c1)C(=O)N([C@@H](C)CO)C[C@@H](C)[C@H](CN(C)C(=O)NC1CCCC1)O2	0.8	-12	·	-4	8	-0.8	-1	-11
CC[C@@H]1C=C(C(=O)O)[C@H](c2ccc(OC)c(OC)c2)N1S(=O)(=O)c1ccc(C)cc1	0.0	-3	4	2	35	-1.3	17	-1
CCCNC(=O)N(C)C[C@H]1Oc2cc(C#CCN(C)C)ccc2S(=O)(=O)N([C@H](C)CO)C[C@H]1C	0.6	13	·	-8	14	-1.3	-1	-1
COc1cc(/C=C/c2cccc[n+]2C)ccc1OCC(=O)Nc1ccccc1C	0.0	-5	6	6	5	1.4	0	1
O=C(NCc1ccccc1)C(C1CC1)n1c(=O)c(-c2cc3ccccc3[nH]2)nc2ccccc21 (stereo not drawn)	-0.1	·	19	1	-42	-0.2	16	4
O=C(Cc1cccs1)Nc1nnc(SCc2cccc3ccccc23)s1	0.3	-24	7	·	1	·	·	·
c1ccc(-c2ccc(C3=Nn4c(nnc4-c4cc(-c5ccccc5)n[nH]4)SC3)cc2)cc1	·	3	·	9	2	-1.0	·	-22
CC(C)C(=O)NC(=S)Nc1sc2c(c1C(N)=O)CCCC2	0.5	-5	-77	14	1	·	-5	-16
CO[C@@H]1CN(C)C(=O)c2ccc(NC(=O)c3cnccn3)cc2OC[C@H](C)NC[C@@H]1C	0.0	4	·	1	14	0.6	10	2
O=C(C[C@H]1C=C[C@@H](NC(=O)Nc2cc(F)ccc2F)[C@H](CO)O1)NCc1ccncn1	-0.3	1	-9	-4	11	-3.3	5	8
COCC(=O)Nc1ccc2c(c1)OC[C@H](C)NC[C@@H](C)[C@@H](OC)CN(C)C2=O	0.3	-3	1	-3	10	·	24*	-2
O=S(=O)(c1ccccc1)N1C[C@@H]2[C@H](c3ccccc31)[C@@H](CO)N2Cc1ccc(F)cc1	0.1	6	22	-1	6	0.2	-2	5
CCCN(C)C[C@@H]1Oc2ncc(-c3cccnc3)cc2C(=O)N([C@@H](C)CO)C[C@@H]1C	-0.4	-3	·	2	7	1.0	10	-5
C[C@H](CO)N1C[C@H](C)[C@@H](CN(C)Cc2ccc(Oc3ccccc3)cc2)Oc2c(NC(=O)c3nc4ccccc4s3)cccc2C1=O	0.3	·	5	-1	-14	-1.1	6	0
COP(=O)(c1ccc(N(C)C)cc1)C(O)c1ccccc1 (stereo not drawn)	0.0	-6	6	11	-6	-0.7	-2	5
O=C(NCCc1c[nH]c2ccccc12)c1ccc(Br)o1	0.1	4	-41	-7	-2	1.0	-4	-16
Cc1c(OCC(=O)N2CCC[C@@H]2C(=O)O)ccc2c3c(c(=O)oc12)CCC3	·	-5	·	-3	2	3.1	-19	-4
COc1ccc(S(=O)(=O)N2CCCCN3[C@H](CO)[C@@H](c4ccc(C5=CCCC5)cc4)[C@H]3C2)cc1	0.1	18	-6	·	23	5.2	·	8
COC(=O)Nc1sc2c(c1C(=O)NCc1ccco1)CCC2	·	-1	·	-2	-4	-3.4	0	9
CN(CC(=O)Nc1ccc(S(=O)(=O)N2CCCC2)cc1)Cc1cccc(Cl)c1Cl	0.1	4	22	1	-4	·	1	3
O=C(CN(C(=O)CCC(=O)Nc1ccccn1)c1ccc(F)cc1)NCc1ccco1	0.3	-6	-20	1	12	4.3	0	4
CCCSc1ccc(C(=O)Nc2ccc(Cl)cc2)cn1	0.0	15	-24	-3	5	-2.1	6	-66
OCC(O)C1OCOC(C(O)CO)C1O (stereo not drawn)	-0.1	·	-2	4	22	-0.4	9	0
C[C@H](CO)N1C[C@H](C)[C@@H](CN(C)C(=O)Nc2ccc3c(c2)OCO3)Oc2ccc(N(C)C)cc2C1=O	-0.3	10*	-11	3	2	-1.7	-2	-7
O=C(Cn1cncc1-c1ccc([N+](=O)[O-])cc1)Nc1ccccc1F	-0.1	-3	1	3	-6	-3.5	-9	3
COCCCNc1nc2nonc2nc1N1CCN2CCCC2C1 (stereo not drawn)	-0.2	·	3	-4	28	-1.2	1	4
C[C@@H]1CN([C@@H](C)CO)C(=O)Cc2cc(NC(=O)c3ccncc3)ccc2O[C@H]1CN(C)Cc1ccc(Oc2ccccc2)cc1	0.0	18	34	10	-28	3.8	2	35
O=C(C[C@H]1C=C[C@H](NS(=O)(=O)c2ccc(F)cc2)[C@H](CO)O1)N1CCC(Cc2ccccc2)CC1	-0.4	-6	28	-2	-26	-1.1	-7	8
CCCCOC(=O)Oc1ccc2c(=O)c(Oc3cc(C)cc(C)c3)coc2c1	0.0	15	-12	·	-27	·	·	·
CN1CCN(Cc2nc3ccccc3c(=O)n2CC#N)CC1	0.0	3	-24	-3	0	0.9	4	7
O=C(NC[C@@H]1[C@@H](c2ccccc2)[C@@H](CO)N1Cc1cccnc1)C1CCCCC1	0.0	·	·	-3	-5	2.1	3	3
CNC(=S)N1CCN(c2ccccn2)CC1	0.1	-5	5	-2	·	-0.4	-17	1
C[C@H]1CN([C@@H](C)CO)C(=O)c2cccc(NC(=O)c3ccncc3)c2O[C@H]1CN(C)C(=O)Nc1ccc(F)cc1	-0.1	4	0	-4	13	1.2	5	2
CC(=O)C1=CCC(c2ccc(F)cc2)N(S(=O)(=O)c2ccc(C)cc2)C1 (stereo not drawn)	0.4&0.0	·	3&-28	2&-9	-14&-3	2.5&2.7	6&-5	-17&-11
O=C(NCCCN1CCOCC1)c1onc(CSc2ccc(F)c(F)c2)c1C(=O)NCCCN1CCOCC1	0.2	-4	-2	·	23	-0.4	·	0
CC(C)CCNc1c(-c2cccs2)nc2ccccn12	0.0	13	-46	4	4	-0.4	14	-5
CCCCNc1c(C(=O)OCC)c(C)nc2c1cnn2CC	0.0	-9	-34	-4	13	0.1	0	12
O=C(Nc1nc2ccc(Oc3ccccc3)cc2s1)c1cc([N+](=O)[O-])ccc1N1CCOCC1	0.2	-3	-5	·	-3	·	·	·
C[C@H]1CCCCO[C@@H](CN(C)C)[C@@H](C)CN([C@@H](C)CO)C(=O)c2cc(NC(=O)CCCN(C)C)ccc2O1	-0.2	-7	-9	-5	16	1.8	-4	2
C=CCN(Cc1cccs1)C(=O)CN1CCN(S(=O)(=O)c2ccc3c(c2)OCCCO3)CC1	0.1	-7	22	12	-9	-6.7	7	-5
COc1ccc(-c2noc(CCC(=O)NCCCN3CCN(c4ccccc4F)CC3)n2)cc1	0.0	5	4	-1	-15	·	-1	2
O=C(NC(=S)Nc1ccc(N2CCOCC2)cc1)c1ccc(Cl)cc1	0.0	-4	-7	·	10	·	·	·
Cc1ccc(CS(=O)(=O)Cc2ccc(C(=O)NC3CC3)o2)cc1	0.0	-2	3	2	-7	0.1	3	4
CC(NC(=O)c1cccs1)c1ccc(Br)cc1 (stereo not drawn)	0.2	1	0	3	·	-2.9	-2	4
CCN(C(=O)COC(=O)c1cnccn1)c1cccc2ccccc12	0.0	-20	11	-1	23	-1.6	-7	3
O=C(NCc1ccc(Cl)cc1)N1CCN(C(=O)c2ccccc2)CC1	0.1	·	4	6	8	-1.2	1	-4
O=C(Nc1ccc(CN2CCCCC2)cc1)c1cccc(Br)c1	0.1	·	-70	1	2	1.3	·	-70
CCOC(=O)COc1cccc2c(=O)n(CC(=O)N3CCCc4ccccc43)ccc12	0.0	-4	-3	0	-7	-4.2	-8	23
C[C@H](CO)N1C[C@H](C)[C@H](CN(C)C(=O)Nc2cccc3ccccc23)Oc2ccc(NS(=O)(=O)c3ccc(F)cc3)cc2CC1=O	0.5	-5	12	6	-15	-0.4	-7	3
Cc1nc2cc3c(cc2c(C)c1C(=O)OC(C)C)OCO3	0.0	-1	-40	·	4	·	·	·
CC(C)(C)c1ccc(CC(=O)N2CCC2(C)C(=O)NS(=O)(=O)c2ccc(Cl)s2)cc1 (stereo not drawn)	0.3	·	-2	5	-8	-1.2	-4	5
CCC1Oc2ccc(Cl)cc2N(CC(=O)O)C1=O (stereo not drawn)	·	-1	·	2	3	-0.9	-6	1
C[C@H]1CN([C@@H](C)CO)C(=O)c2c(c3ccccc3n2C)-c2ccccc2CO[C@@H]1CN(C)S(=O)(=O)c1ccccc1	-0.1	15	·	-6	6	-5.3	-4	4
CN(Cc1ccon1)C(=O)C1CCN(C2CCN(CCCc3ccccc3)CC2)CC1	0.3	7	5	1	-11	-1.9	-2	0
O=C(NCCc1ccccc1)C(=O)NCCC1CCCCN1S(=O)(=O)c1ccccc1 (stereo not drawn)	0.2	-4	18	7	-16	-1.4	4	3
CCN(Cc1ccccc1)C(=O)c1cccc(OC2CCN(C(=O)C3CC3)CC2)c1	-0.1	-4	10	-1	-11	2.6	-6	·

Further structures follow.
SMILES	XiGFP reactiv	ARNT TACC3 PPI	PAX8 inh HTS	ERp5 block	INS-1E GSIS act	F508del corr	DENV2 CPE	EWS-Fli block
Cc1cccc(NC(=O)CCNS(=O)(=O)c2cc(Br)cnc2N)c1C	0.6	-3	-7	2	3	0.1	1	·
CN(C)S(=O)(=O)n1cc(/C=C(\NC(=O)c2ccccc2Cl)C(=O)N2CCOCC2)c2ccccc21	0.0	-1	2	-5	40	1.1	1	·
CC(C)c1ccccc1NC(=O)CNC(C)c1ccc(F)cc1 (stereo not drawn)	0.4	·	13	-7	-39	1.7	-1	14
Nc1nc(SCc2ccc([N+](=O)[O-])cc2)nc2nc3c(cc12)CCCC3	-0.1	-8	3	·	-27	·	·	·
CS(=O)(=O)c1ccc2nc(NC(=O)c3ccccc3Cl)sc2c1	-0.1	-44	13	1	1	-2.2	15	-21
Cn1c(SCC(=O)Nc2ccc(F)cc2)nc2c(c1=O)SCC2	-0.1	-4	19	7	-1	2.8	12	·
CCCNS(=O)(=O)c1ccc(CCC(=O)N2CCN(c3ccc(OC)cc3)CC2)cc1	·	3	·	0	-10	-2.3	5	14
O=C(NNc1c(Cl)cncc1Cl)c1cccs1	0.0	-6	2	-3	9	0.0	-5	1
Cc1cc(C)cc(N(CC(=O)N2CCn3c2nc2ccccc23)S(=O)(=O)c2c(C)noc2C)c1	0.0	-25	-5	3	2	-3.3	4	3
S=C(Nc1cccnc1)N1CCN(c2ccccc2Cl)CC1	0.1	-5	-6	-5	6	0.7	4	-8

Exported with bars between the fields: three of the compounds above.
mol | XiGFP reactiv | ARNT TACC3 PPI | PAX8 inh HTS | ERp5 block | INS-1E GSIS act | F508del corr | DENV2 CPE | EWS-Fli block
COP(=O)(c1ccc(N(C)C)cc1)C(O)c1ccccc1 (stereo not drawn) | 0.0 | -6 | 6 | 11 | -6 | -0.7 | -2 | 5
O=C(NCCc1c[nH]c2ccccc12)c1ccc(Br)o1 | 0.1 | 4 | -41 | -7 | -2 | 1.0 | -4 | -16
Cc1c(OCC(=O)N2CCC[C@@H]2C(=O)O)ccc2c3c(c(=O)oc12)CCC3 | · | -5 | · | -3 | 2 | 3.1 | -19 | -4
